Screening results deposited in PubChem BioAssay by National Center for Advancing Translational Sciences (NCATS).
RXFP1 antag – RXFP1 (human) relaxin receptor antagonism; HEK293-RXFP1, relaxin-stimulated cAMP HTRF, 30 min; active compounds read low; activity change, negative = inhibition, % at 57.5 µM; 0.59% of 350,000 active; AID 1259400;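 active = activity change of -60% or lower, but not beyond a set lower limit; inconclusive = change between -60% and -40%, or beyond the set limit; inactive = change above -40%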; also: % is scaled to controls: 0 for no effect and ±100 for the full control effect
Target sequence (Q9HBX9 whole entry, looked up): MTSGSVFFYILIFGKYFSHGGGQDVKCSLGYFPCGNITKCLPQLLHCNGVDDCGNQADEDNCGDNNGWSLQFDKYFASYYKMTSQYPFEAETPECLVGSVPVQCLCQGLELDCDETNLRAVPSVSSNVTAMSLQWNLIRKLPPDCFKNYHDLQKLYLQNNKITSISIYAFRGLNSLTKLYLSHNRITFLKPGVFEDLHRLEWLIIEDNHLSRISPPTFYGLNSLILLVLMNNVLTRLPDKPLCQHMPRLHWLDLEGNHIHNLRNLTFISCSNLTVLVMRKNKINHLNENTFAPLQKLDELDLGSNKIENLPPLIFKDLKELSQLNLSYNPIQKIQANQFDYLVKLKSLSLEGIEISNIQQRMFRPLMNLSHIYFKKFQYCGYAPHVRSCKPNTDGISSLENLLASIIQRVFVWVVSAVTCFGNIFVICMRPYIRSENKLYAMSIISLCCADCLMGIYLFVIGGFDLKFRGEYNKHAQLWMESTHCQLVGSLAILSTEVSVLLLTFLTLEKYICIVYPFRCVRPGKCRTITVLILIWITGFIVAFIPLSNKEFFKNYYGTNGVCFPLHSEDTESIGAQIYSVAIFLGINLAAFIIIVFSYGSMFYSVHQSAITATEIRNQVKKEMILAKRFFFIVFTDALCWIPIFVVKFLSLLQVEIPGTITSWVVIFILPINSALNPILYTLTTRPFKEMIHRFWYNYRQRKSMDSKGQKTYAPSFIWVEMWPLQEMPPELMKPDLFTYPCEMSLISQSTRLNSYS
Pol kappa inh – blocks human DNA polymerase kappa activity; 0.53% of 400,000 active; Potency, µM (top dose mostly 107 µM), for the others: at the highest dose activity, negative = inhibition, usual class: inhibitors; Q9UBT6; AID 588579; purified Pol kappa, fluorescent DNA synthesis assay, 10 min; also: potency is read from the fitted curve at half-maximal effect; % is scaled to controls: 0 for no effect and ±100 for the full control effect
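Fluorescent qHTS in 1536-well format: enzyme (10 nM) and compound sat 15 min at room temperature before 50 nM substrate (final) was added. Signal taken at 0 and 10 min; no-enzyme buffer wells were negative controls.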
Pol iota inh – blocks human DNA polymerase iota activity. Q9UNA4. Pol iota fluorescent replication assay, 10 min. Potency, µM (doses to about 115 µM), without a hit: at the top dose activity, negative = inhibition, usual class: inhibitors. 1% of 390,000 active; also: potency is read from the fitted curve at half-maximal effect
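Fluorescent replication assay read twice, at 0 min and 10 min after adding 50 nM (final) substrate. Enzyme (10 nM) and compounds were first incubated 15 min at room temperature; enzyme-free buffer wells were negative controls.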
BLM inh – Bloom syndrome helicase (human) inhibition; recombinant BLM DNA unwinding, fluorescence dequenching; Potency, µM (series often up to 56.1 µM), for inactives: at the highest dose activity change, negative = inhibition, actives largely listed as inhibitors; 0.2% of 350,000 active; AID 2528;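 also: potency is read from the fitted curve at half-maximal effect; plate controls were vehicle for no effect and no enzyme for full effect; nearly all actives have a fitted effect of over 35% in size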
Pol eta inh – blocks human DNA polymerase eta activity; Q9Y253; recombinant Pol eta, fluorescent DNA replication assay; Potency, µM (top dose mostly 114 µM), without a hit: at the highest dose activity change, negative = inhibition, usual class: inhibitors; 1.2% of 390,000 active; also: potency is read from the fitted curve at half-maximal effect; % is scaled to controls: 0 for no effect and ±100 for the full control effect
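Fluorescent replication assay: 50 nM final substrate added after a 15 min room-temperature compound preincubation with 10 nM enzyme. Signal taken at 0 min and again at 10 min.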
APEX1 inh – APE1 (human) endonuclease inhibition | recombinant APE1, TAMRA/BHQ-2 abasic DNA cleavage fluorescence | AID 2517 | Potency, µM (titrated, usually from 65.8 µM), for the others: top-dose activity change, negative = inhibition, most hits filed as inhibitors | 0.35% of 350,000 active | P27695;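 also: potency is read from the fitted curve at half-maximal effect; plate controls were vehicle for no effect and reference inhibitor for full effect; nearly all actives have a fitted effect of over 55% in size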
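Quantitative HTS: incision of a TAMRA/BHQ-2 double-stranded substrate bearing a tetrahydrofuran abasic site by 0.75 nM APE1 raises fluorescence. Substrate 50 nM final, added after 15 min compound preincubation at room temperature; progress as third-minus-first kinetic read difference.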
POLB inh – DNA polymerase beta (human) inhibition; P06746; Pol beta primer extension/strand displacement, fluorescence kinetic; Potency, µM (doses to about 114 µM), for the others: at the top dose activity change, negative = inhibition, most hits filed as inhibitors; 1.3% of 340,000 active; AID 485314; also: potency is read from the fitted curve at half-maximal effect; % is scaled to controls: 0 for no effect and ±100 for the full control effect
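Reaction started by 50 nM substrate onto compound-treated Pol beta (10 nM, 15 min preincubation, room temperature); plates read at 0 min and 10 min. Normalized concentration-effect data fitted by four-parameter Hill equation.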
Tb PGK inh – inhibitors of T. brucei phosphoglycerate kinase; P07378; PGK/GAPDH coupled, Kinase-Glo luminescence, 60 min; Potency, µM (doses to about 57.5 µM), inactives show at the highest dose activity change, negative = inhibition, usual class: inhibitors; 0.043% of 380,000 active; also: potency is read from the fitted curve at half-maximal effect; % is scaled to controls: 0 for no effect and ±100 for the full control effect; nearly all actives have a fitted effect of over 60% in size
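Recombinant glycosomal PGK reaction used 1,3-bisphosphoglycerate generated in-well by GAPDH (100nM final) in 100mM TEA pH 7.6, 5mM MgCl2, 0.01% Tween-20. After 60 minutes at room temperature, ATP was read by Kinase-Glo Plus luminescence end-point.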
Apoferritin bind – binds horse apoferritin like a general anesthetic | P02791 | apoferritin/1-aminoanthracene competitive binding, fluorescence | Potency, µM (series often up to 77.5 µM), for the others: top-dose activity change, negative = displacement, actives largely listed as inhibitors | 0.074% of 350,000 active | AID 485281; also: potency is read from the fitted curve at half-maximal effect; % is scaled to controls: 0 for no effect and ±100 for the full control effect; nearly all actives have a fitted effect of over 20% in size
Target sequence (P02791 2-175 limits assumed): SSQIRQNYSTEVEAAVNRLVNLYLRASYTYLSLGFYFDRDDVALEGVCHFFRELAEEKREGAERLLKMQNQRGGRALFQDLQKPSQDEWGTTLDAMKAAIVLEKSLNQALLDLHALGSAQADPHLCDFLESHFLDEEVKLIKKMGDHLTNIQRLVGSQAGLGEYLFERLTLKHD
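Apoferritin-based anesthetic binding model; compound displacement of fluorescent 1-AMA measured as endpoint fluorescence after 10 minutes at room temperature, scaled to free-ligand and complex controls.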
An asterisk follows results filed as active; i = inactive; ? = inconclusive; nt = no result given; [ ] = dose if it differs, or a comment. Unless noted, calls follow the shape of the dose curve; as a rule, active = well fitted curve in the direction sought with a large enough effect; inconclusive = small, poorly fitted or top-dose-only effect, or another doubt; inactive = no such curve, though single readings can be large; an effect the other way counts as inactive or inconclusive. An excerpt (hit frequency here may not be typical).

Screens in order – RXFP1 antag	Pol kappa inh	Pol iota inh	BLM inh	Pol eta inh	APEX1 inh	POLB inh	Tb PGK inh	Apoferritin bind
(1) Cc1ccccc1-n1c(C)nnc1SCC(=O)N(C)C1CCS(=O)(=O)C1 (stereo not given)
  -5.3	6.1%	17.2%	-5.3%	1.9%	-2.5%	18.4%	8.6%	0.1%
(2) O=C(NC(=S)NNS(=O)(=O)c1ccccc1)c1ccc([N+](=O)[O-])cc1
  7.8	-8.5%	14.6%	3.0%	-26.2%	6.0%	2.4%	-1.5%	-2.8%
(3) CCOc1ccccc1NC(=O)C(Sc1ccccc1)c1ccccc1 (stereo not given)
  -14.2	-4.9%	6.0%	-7.3%	-13.2%	-4.4%	4.1%	3.5%	55.7%[activator]
(4) N#C/C(C(=O)Oc1ccccc1)=C1/Nc2ccccc2-c2ccccc21
  -5.8	-20.1%	60.3%[activator]	-2.2%	-0.3%	4.5%	-0.6%	-3.9%	-15.4%
(5) COc1ccc(NC(=O)N(Cc2cc3ccc(OC)cc3[nH]c2=O)CC2CCCO2)cc1 (stereo not given)
  -9.0	-5.3%	7.3%	-3.8%	-9.5%	17.1%	-0.5%	0.8%	-5.8%
(6) Cc1cccc(-c2cccc(NC(=O)C3CCCN(C(=O)c4ocnc4C)C3)c2)c1 (stereo not given)
  -14.9	-6.4%	4.8%	-9.6%	-18.1%	47.7%[activator]	4.1%	-0.9%	?
(7) Cc1ccc(/C=C2/SC(=S)N(CCCC(=O)Nc3ccc(O)cc3)C2=O)cc1
  -4.6	-9.4%	71.4%[activator]	-10.4%	-7.5%	?	-6.1%	1.8%	?
(8) O=C(CCN1C(=O)C2C3C=CC(C3)C2C1=O)Nc1nccs1 (stereo not given)
  -2.9	-1.7%	-1.3%	-1.0%	-21.5%	-3.3%	-9.9%	i	-0.2%
(9) CC(=O)Nc1ccc(NC(=O)CSc2nnc(NC(=O)C3CC(=O)N(c4ccccc4)C3)s2)cc1 (stereo not given)
  -8.3	-2.8%	0.5%	1.6%	-11.9%	13.9%	5.7%	-8.9%	-2.4%
(10) Cn1c2c(c(=O)n(C)c1=O)C(c1ccc(Br)cc1)C(C#N)=C(N)N2 (stereo not given)
  -1.8	7.6%	2.9%	-0.1%	-11.5%	3.8%	-0.8%	-0.9%	-4.4%
(11) O=C(/C=C/c1ccco1)N1CCN(S(=O)(=O)c2ccccc2)CC1
  -3.6	?	50.1µM*	nt	17.8µM*	?	nt	?	nt
(12) CCC1Oc2ccc(C)cc2N(CC(=O)NCCN2CCCCCC2)C1=O (stereo not given)
  -5.1	-3.7%[60.1 µM]	10.2%	3.8%	9.3%	-0.8%	4.9%	-7.9%	-11.5%
(13) COc1ccc(C(=O)Nc2ccc3nc(SCC(=O)N4CCOCC4)sc3c2)cc1
  -14.8	-9.0%	-13.9%	-10.4%	-22.7%	nt	-12.4%	i	-9.2%
(14) COc1ccc(N2CCN(c3nc4ccccc4n3CC(=O)c3ccccc3)CC2)cc1
  -6.1	-6.2%	15.6%	-14.0%	0.5%	13.1%	9.1%	-1.3%	-12.7%
(15) CCN1C(=O)Cc2cc(S(=O)(=O)N3CCOCC3)ccc21
  3.8	5.8%	1.3%	-8.5%	-16.0%	-0.2%	19.8%	-5.1%	0.2%
(16) CCC(=O)N1CCN(c2ccc(NC(=O)c3cccs3)cc2)CC1
  -7.3	-5.2%	10.7%	-1.6%	0.1%	-4.6%	43.1%[activator]	4.8%	-7.4%
(17) Cc1ccc(OCC(=O)NNC(=S)NC(=O)c2cccs2)c(C)c1
  -3.0	-0.5%	19.8%	-2.8%	-10.5%	2.1%	56.3%	i	-2.2%
(18) COC(=O)/C=c1/s/c(=C(/C#N)C(=O)N2CCCCC2)n(-c2ccccc2)c1=O
  -7.8	-8.8%	7.2%	1.8%	-6.3%	1.4%	17.6%	-2.8%	-1.3%
(19) COCCNC(=O)CSc1cn(CC(=O)N2CCCCCC2)c2ccccc12
  -24.8	-0.3%	6.3%	-5.2%	-19.2%	nt	5.3%	3.1%	-8.9%
(20) Cc1nnc(N/N=C/c2c(Cl)cccc2Cl)n1N
  -7.7	5.3%	11.2µM*	-0.5%	-18.4%	1.9%	-10.5%	-4.7%	-12.1%
(21) N#CCCN(C(=O)COc1ccc(F)cc1Br)c1ccccc1F
  -0.4	-4.0%	16.1%	-4.8%	-5.7%	-5.4%	-19.0%	-10.5%	-10.1%
(22) CC(C)COc1ccc(/C=C2/Sc3ccccc3C2=O)cc1
  -5.4	-1.6%	-1.1%	-4.8%	-13.8%	1.1%	27.0%	i	-20.9%
(23) Cc1noc(C)c1COc1ccc(C(=O)OCC(=O)Nc2ccc3ccccc3c2)cc1
  2.2	-9.7%	i	-12.1%	-2.6%	?	4.6%	-5.2%	11.9%
(24) O=C(Nc1cccnc1)c1ccc(Cl)c(S(=O)(=O)N2CCc3ccccc32)c1
  -12.3	-2.4%	75.1%[activator]	-5.5%	-0.5%	-9.4%	?	-2.6%	?
(25) CCOc1ccc(OCCSc2nc3ccccc3c(=O)[nH]2)cc1
  -3.8	-4.6%	22.5%	-8.6%	1.9%	14.2%	10.8%	5.1%	-5.6%
(26) Cc1ccc(S(=O)(=O)Cn2nnnc2C(C(C)C)N2CCC(O)CC2)cc1 (stereo not given)
  -7.9	-8.4%	47.5%[activator]	-2.5%	-12.1%	-3.5%	42.6%	-1.9%	-3.3%
(27) CC12CCC(=O)N1C(C(=O)Nc1nc3c(F)cc(F)cc3s1)CS2 (stereo not given)
  -14.4	-0.3%	?	-6.6%	?	39.7%	?	-1.6%	?
(28) O=c1c2cc(Cl)ccc2nc(-c2ccc([N+](=O)[O-])cc2)n1O
  -1.1	-3.2%	-5.0%	-5.9%	-9.5%	-4.7%	2.1%	-6.6%	-3.8%
(29) CCN(c1cccc(C)c1)S(=O)(=O)c1c(C)[nH]c(=O)[nH]c1=O
  17.9	-10.0%	10.1%	-1.0%	2.2%	-2.2%	?	nt	-8.0%
(30) CN(C)CCNC(=O)NC(=O)c1ccc(Cl)cc1
  2.9	9.3%	66.1%[activator]	2.7%	-0.8%	-6.3%	25.5%	-3.1%	-4.9%
(31) O=C(CCC(=O)NC1CC1)Nc1nnc(C2CCCCC2)s1
  8.5	-10.0%	11.7%	-2.6%	9.9%	11.2%	24.3%	-7.7%	-13.4%
(32) O=C(COC(=O)C1CC2CCCC(C1)C2=O)NNC(=O)c1ccccc1Br (stereo not given)
  7.2	-5.2%	19.2%	nt	-7.8%	17.6%	nt	5.1%	nt
(33) CC1(Cc2ccc3c(c2)OCO3)NC(=O)NC1=O (stereo not given)
  -6.8	5.7%	-11.9%	-2.4%	-7.2%	0.4%	21.8%	-4.4%	-21.3%
(34) C/C(=N\N(C)C)c1ccc(OCCOc2ccc([N+](=O)[O-])cc2)cc1
  2.2	-12.5%	54.8%[activator]	-4.1%	-21.3%	41.1%[12.4 µM]	-19.8%	-7.1%	-10.0%
(35) Clc1ccc(Oc2ncnc3oc(-c4ccccc4)cc23)cc1
  3.7	-9.6%	10.3%	-3.1%	2.7%	14.5%	8.0%	-5.0%	-6.0%
(36) CC(=O)c1cccc(NC(=O)N(c2ccccc2)c2ccccc2)c1
  -6.7	-27.2%	178.7%[activator]	-9.5%	-7.7%	25.2%	42.0%	i	-17.6%
(37) CCCCCCCC(=O)OC(CN1CCCCC1)CN1CCCC1=O (stereo not given)
  11.6	-1.3%	-14.0%	-1.1%	-0.2%	1.0%	0.4%	nt	-11.9%
(38) COc1ccc(NC(=O)CSc2nc(=O)n(CCN(C)C)c3c2CCCC3)cc1
  -1.4	-8.8%	16.8%	nt	-20.2%	37.3%	nt	-7.9%	nt
(39) Cc1ccc(S(=O)(=O)N2CCN(c3ccc([N+](=O)[O-])c(NCCN4CCOCC4)c3)CC2)cc1
  -5.0	-14.7%	-5.9%	1.1%	-6.6%	1.1%	0.3%	10.3%	-8.1%
(40) Cc1ccc(-c2nn3c(C)nnc3c3ccccc23)cc1S(=O)(=O)NCCN1CCOCC1
  -25.4	2.6%	-8.6%	-1.6%	-6.1%	13.7%	-0.1%	-0.8%	-8.1%
(41) Cc1cccc(N(CC(=O)NCc2ccc(F)cc2)C(=O)c2ccco2)c1
  -1.3	-11.9%	17.2%	-4.7%	-0.7%	-9.4%	3.2%	17.0%	-10.5%
(42) CC(C)NC(=O)N(C)C[C@H]1Oc2c(NS(=O)(=O)c3ccccc3)cccc2C(=O)N([C@H](C)CO)C[C@@H]1C
  nt	3.8%	30.1%[activator]	nt	-12.8%	-3.4%	nt	-2.7%	nt
(43) COc1cccc(Nc2ncnc3c2cnn3-c2cccc(C)c2)c1
  -15.3	-23.2%	?	-4.0%	?	?	4.7%	i	-6.2%
(44) Cc1ccc(NC(=S)NCc2ccc(F)cc2)cc1
  -7.5	-6.9%	-6.0%	nt	-2.5%	nt	nt	-6.3%	nt
(45) COc1ccc(NC(=O)c2c[nH]c(=O)n(-c3ccc(C)c(C)c3)c2=O)cc1OC
  nt	2.4%	-11.6%	-3.4%	-20.8%	-3.6%	-0.8%	-10.0%	-9.5%

One compound at a time, from the list above. Values in the order: RXFP1 antag | Pol kappa inh | Pol iota inh | BLM inh | Pol eta inh | APEX1 inh | POLB inh | Tb PGK inh | Apoferritin bind
`O=C(COC(=O)C1CC2CCCC(C1)C2=O)NNC(=O)c1ccccc1Br` (stereo not given) across the screens: 7.2 | -5.2% | 19.2% | nt | -7.8% | 17.6% | nt | 5.1% | nt
`Cc1ccc(NC(=S)NCc2ccc(F)cc2)cc1` across the screens: -7.5 | -6.9% | -6.0% | nt | -2.5% | nt | nt | -6.3% | nt
